High-throughput results: PubChem, National Center for Advancing Translational Sciences (NCATS)
Apoferritin bind – qHTS Assay for Identification of Novel General Anesthetics; AID 485281, 2010; 350,000 compounds, 0.074% hits; Potency, µM (top dose mostly 77.5 µM), for inactives: at the top dose activity change, negative = displacement, usual class: inhibitors; Ferritin light chain (Equus caballus), P02791; apoferritin/1-aminoanthracene competitive binding, fluorescence; further: potency means the concentration at half of the fitted maximal effect; on the % scale 0 is the no-effect control and ±100 the full control effect; nearly all actives have a fitted effect of over 20% in size
Target sequence (P02791 2-175 limits assumed): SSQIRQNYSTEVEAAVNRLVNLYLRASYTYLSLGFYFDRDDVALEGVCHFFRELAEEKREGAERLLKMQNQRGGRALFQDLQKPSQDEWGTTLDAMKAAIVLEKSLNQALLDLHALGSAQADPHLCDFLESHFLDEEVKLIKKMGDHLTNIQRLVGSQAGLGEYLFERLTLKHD
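Concentration-response curves derived by four-parameter Hill fitting of normalized fluorescence, where compounds displaced 1-AMA from 10 uM horse apoferritin following a brief 10 min room-temperature incubation; propofol titration acted as positive control.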
D1 PAM – Potentiators of Human D1 Dopamine Receptor: qHTS; D(1A) dopamine receptor (Homo sapiens), P21728; HEK293 TREx D1 cells, calcium flux, dopamine EC20 potentiation; potentiation, % at 10 µM; 360,000 compounds, 0.036% hits; AID 504651, 2011; in the data active means potentiation above about 30%; further: 0% is about no effect
Target sequence (P21728 whole entry, looked up): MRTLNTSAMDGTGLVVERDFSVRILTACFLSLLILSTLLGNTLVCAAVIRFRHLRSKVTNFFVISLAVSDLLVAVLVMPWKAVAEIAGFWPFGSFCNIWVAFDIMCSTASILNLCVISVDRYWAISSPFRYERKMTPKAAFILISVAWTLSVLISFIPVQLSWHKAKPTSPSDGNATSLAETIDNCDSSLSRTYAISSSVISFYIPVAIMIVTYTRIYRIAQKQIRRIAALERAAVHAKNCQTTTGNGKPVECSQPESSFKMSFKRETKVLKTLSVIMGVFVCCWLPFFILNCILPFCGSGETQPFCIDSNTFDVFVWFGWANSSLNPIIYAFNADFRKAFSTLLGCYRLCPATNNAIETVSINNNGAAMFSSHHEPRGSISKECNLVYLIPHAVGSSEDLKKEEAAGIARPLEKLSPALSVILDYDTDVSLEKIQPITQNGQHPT
D1 antagonist – Antagonist of Human D 1 Dopamine Receptor: qHTS | D(1A) dopamine receptor (Homo sapiens), P21728 | 360,000 compounds, 3.2% hits | HEK293 TREx D1 cells, calcium flux, dopamine EC80; stronger effect = lower value | activity change, negative = inhibition, % at 10 µM | AID 504652, 2011; in the data active means activity change below about -30%; further: on the % scale 0 is the no-effect control and ±100 the full control effect
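Calcium flux readout: force-coupled, inducible Hek293 Trex D1 line, cells induced overnight at 30 C with tetracycline, dye-loaded 30–90 min at RT. Antagonism scored against EC80 dopamine challenge given 180 s after compound.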
TRHR agonist – qHTS for Small Molecule Agonists and Allosteric Enhancers of Human TRH Receptor: Primary Screen for Agonists; Thyrotropin-releasing hormone receptor (Homo sapiens), P34981; TRHR cells, calcium flux fluo-8, FDSS agonist mode; activation, % at 2 µM; 360,000 compounds, 0.18% hits; AID 493084, 2011; in the data active means activation above about 30%; further: 0% is about no effect
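Fluo-8-loaded TRHR cells; 10 s baseline, compound added, kinetic Ca2+ fluorescence read 1/s, agonist mode.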
D1 ag – Allosteric Agonists of the Human D1 Dopamine Receptor: qHTS; HEK293 T-REx D1 cells, calcium flux, agonist mode; activation, % at 2 µM; D(1A) dopamine receptor (Homo sapiens), P21728; 360,000 compounds, 1% hits; AID 504660, 2011; in the data active means activation above about 30%; further: 0% is about no effect
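Tetracycline-induced HEK293 TREx D1 cells, force-coupled to calcium signalling, were dye-loaded with a no-wash calcium kit. Compound was pin-added after a 10 s baseline. Fluorescence was read kinetically at 1 cycle/s for 180 s, with calcium rises flagged as agonism.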
D2 potentiator – HTS Assay for Positive Allosteric Modulators of the Human D2 Dopamine Receptor: Primary Screen for Potentiators; potentiation, % at 10 µM; AID 485347, 2010; 340,000 compounds, 0.34% hits; HEK293 T-REx D2, calcium flux, EC20 dopamine potentiation; D(2) dopamine receptor (Homo sapiens), P14416;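 active means potentiation over 3 SD above the plate norm, cut at about 30% in these data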; further: 0% is about no effect
Target sequence (P14416 whole entry, looked up): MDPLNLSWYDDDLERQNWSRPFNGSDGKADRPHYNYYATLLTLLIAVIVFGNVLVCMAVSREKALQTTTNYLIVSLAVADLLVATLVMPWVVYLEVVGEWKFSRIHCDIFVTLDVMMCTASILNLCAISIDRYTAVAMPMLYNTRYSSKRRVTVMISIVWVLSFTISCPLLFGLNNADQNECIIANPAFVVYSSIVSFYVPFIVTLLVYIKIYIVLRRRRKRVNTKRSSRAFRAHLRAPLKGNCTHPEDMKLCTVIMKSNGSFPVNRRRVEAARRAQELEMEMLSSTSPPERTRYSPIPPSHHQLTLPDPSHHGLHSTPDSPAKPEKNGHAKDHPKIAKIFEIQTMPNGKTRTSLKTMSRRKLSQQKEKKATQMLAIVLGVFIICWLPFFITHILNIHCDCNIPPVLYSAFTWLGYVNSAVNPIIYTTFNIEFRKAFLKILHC
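Potentiation of an EC20 dopamine calcium response is measured in a force-coupled, tetracycline-inducible Hek293 Trex D2 line. Compound-only kinetic reads over 180 s flag agonists before dopamine addition.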
TRHR enhancer – qHTS for Small Molecule Agonists and Allosteric Enhancers of Human TRH Receptor: Primary Screen for Enhancers. Thyrotropin-releasing hormone receptor (Homo sapiens), P34981. TRHR cells, fluo-8 calcium fluorescence, EC20 TRH enhancement. enhancement, % at 2 µM. 360,000 compounds, 0.66% hits. AID 493056, 2011; in the data active means enhancement above about 30%; further: 0% is about no effect
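TRHR-expressing cells loaded with fluo-8 calcium dye were read kinetically (ex 480/em 530) during compound addition, then stimulated with an EC20 of TRH (10 nM final). Enhancement of the Gq-mediated intracellular calcium response was scored.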
RXFP1 ag – qHTS Assay for Agonists of the Relaxin Receptor RXFP1; Relaxin receptor 1 (Homo sapiens), Q9HBX9; HEK293T-RXFP1 cAMP TR-FRET, 30 min; response scale: percent of porcine relaxin response, buffer zero; Potency, µM (titrated, usually from 57.5 µM), for the others: top-dose activation, actives largely listed as activators; 370,000 compounds, 0.3% hits; AID 2676, 2010; further: potency means the concentration at half of the fitted maximal effect; on the % scale 0 is the no-effect control and ±100 the full control effect; nearly all actives have a fitted effect of over 60% in size; many of its hits are not listed in these tables
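cAMP rise read by TR-FRET after 30 min, 37C compound exposure (up to 58 uM) in RXFP1-transfected HEK293 cells with Ro 20174 present. EC50 from Hill-equation fits, with 29 nM porcine relaxin as 100% and buffer as basal.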
RXFP1 antag – qHTS Assay for Antagonists of the Relaxin Receptor RXFP1. Relaxin receptor 1 (Homo sapiens), Q9HBX9. HEK293-RXFP1, relaxin-stimulated cAMP HTRF, 30 min; stronger effect = lower value. activity change, negative = inhibition, % at 57.5 µM. 350,000 compounds, 0.59% hits. AID 1259400, 2018;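 active means activity change of -60% or lower, but not beyond a set lower limit; inconclusive means change between -60% and -40%, or beyond the set limit; inactive means change above -40%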; further: on the % scale 0 is the no-effect control and ±100 the full control effect
Active calls of the source: *; ? = inconclusive; . = not tested or not shown; & = joins results of further samples; [ ] = another dose, or the depositor's remark. Unless noted, the call rests on the fitted dose curve; in most records, active means well fitted curve in the direction sought with a large enough effect; inconclusive means small, poorly fitted or top-dose-only effect, or another doubt; inactive means no such curve, though single readings can be large; an effect the other way counts as inactive or inconclusive. These rows are one share of the data, so the mix of outcomes need not match the whole.

nr	smiles	Apoferritin bind	D1 PAM	D1 antagonist	TRHR agonist	D1 ag	D2 potentiator	TRHR enhancer	RXFP1 ag	RXFP1 antag
1	COc1ccc2oc(C(=O)OCC(=O)N(C)C3CCS(=O)(=O)C3)c(C)c2c1 (stereo not given)	.	4	-7	-0.3	1	1	6	-0.5%	-6
2	NS(=O)(=O)c1ccc(CCNC(=O)CCc2nc3sc4c(c3c(=O)[nH]2)CCCC4)cc1	.	-2	26	0.6	4	-11	0	2.4%	2
3	O=C(c1ccco1)N1CCN(c2nc3ccsc3c(=O)s2)CC1	-9%	3	-8	-0.3	3	-3	2	4.0%	-27
4	Cc1ccc(CS(=O)Cc2ccc(C(=O)NCc3ccccc3Cl)o2)cc1 (stereo not given)	-9%&6%	8&0	10&2	0.1&-0.6	-1&-1	8&1	-3&0	0.4%&11%	3&-7
5	COc1ccc(/C=C/C(=O)Nc2ccc(C(N)=O)cc2)cc1OC	-7%	-2	5	0.3	1	7	8	4.0%	-30
6	O=C(C[n+]1cccc(/C=N/O)c1)N(Cc1ccccc1)Cc1ccccc1	-7%	-4	12	0.4	1	-6	0	3.0%	-6
7	CC(=O)Nc1ccc(NS(=O)(=O)c2ccc(-c3csc(C)n3)s2)cc1	-7%	-3	0	1.4	1	13	1	1.0%	-31
8	CCn1ncc([C@@H]2C[C@H]3CN(Cc4cccc(Cl)c4)C(=O)[C@]34CCCN24)c1C	-6%	4	2	0.7	1	13	10	3.0%	-4
9	CC1=NN(c2ccc(Br)cc2)C(=O)/C1=C/c1cccs1	?	5	7	-0.6	27	-1	0	-0.1%	0
10	O=S(=O)(Nc1ccc(-c2nc3cccnc3s2)cc1)c1ccc(Cl)s1	-3%	0	-4	-0.8	0	-4	8	5.8%	-14
11	Oc1c(Br)cc(Br)cc1C=NCc1ccccc1	5%	-2	-14	2.4	4	-13	0	12%	-40
12	Cc1nc(NC(=O)c2ccccc2)nc2cc3c(cc12)OCO3	-3%	3	-1	-2.8	6	-8	2	-1.7%	11
13	COc1ccc(C(CC(=O)c2ccccc2)S(=O)(=O)c2ccc(C)cc2)cc1 (stereo not given)	-8%	-2	-7	0.9	3	6	0	1.5%	14
14	CSc1ccc(NC(N)=S)cc1	-8%	1	-1	0.3	3	-2	2	-1.9%	-7
15	COc1ccc(S(=O)(=O)N(CC(=O)NCc2ccco2)c2ccc(F)cc2)cc1	1%	.	-3	-1.2	3	5	14	0.1%	-6
16	COc1ccc(OC)c(NC(=O)C2=C(C)C(=O)OC23CCCCCC3)c1	30%[activator]	-2	3	-0.8	-2	4	19	11%	.
17	COc1ccc(C(OCC(O)CN(C)C2CCCCC2)c2ccc(OC)cc2)cc1 (stereo not given)	3%	-4	9	1.2	19	-3	1	-3.5%	-19
18	CC(=O)N1CCCN(C(=O)c2ccc3nc(Cc4ccccc4F)oc3c2)CC1	-5%	4	7	-0.1	3	5	12	-2.3%	-10
19	CCOc1cc(C(=O)N/N=C/C2CC=CCC2)cc(OCC)c1OCC (stereo not given)	-15%	1	6	-0.4	3	-10	-6	0.0%	-8
20	Cc1csc(NC(=O)C(F)(F)F)n1	1%	-3	-5	0.5	3	-7	-5	1.9%	-10
21	O=C1C2C3CCCC3=C3CCCC3C2C(=O)N1c1cccc(Cl)c1 (stereo not given)	?	-5	3	0.5	3	-12	-4	-0.2%	0
22	O=C(COc1ccccc1)Nc1ccc(S(=O)(=O)Nc2ccccn2)cc1	1%	-2	9	0.2	6	.	-3	3.0%	2
23	CCN1C(C(=O)c2ccccc2)=C(OC(=O)c2ccc(Cl)cc2)c2ccccc2S1(=O)=O	-20%	0	-9	0.7	14	-4	-2	1.6%	-12
24	O=S(=O)(Nc1ccc(F)cc1)c1cccc2nsnc12	2%	-1	9	0.1	2	-19	5	-0.6%	2
25	CCCCc1nnc(NC(=O)C(=O)OCC)s1	-6%	8	1	-0.9	2	4	3	-0.1%	0
26	CCCCNC(=O)NS(=O)(=O)c1ccc(NC(=O)CCC(=O)c2cccs2)cc1	1%	-1	5	0.3	2	-3	-2	-4.1%	9
27	CCCc1nc2oc3ccccc3c(=O)c2c(=O)n1-c1ccccc1	4%	2	3	0.3	5	1	0	0.1%	-13
28	COCCn1cnc2c1c(=O)n(CC(=O)NN)c(=O)n2Cc1ccccc1	-1%	-3	-9	-0.8	1	-1	-6	-1.2%	5
29	Cc1cccn2c(=O)c3cc(C(=O)NCCN4CCOCC4)n(Cc4ccccc4)c3nc12	-2%	-9	-9	1.1	2	1	3	1.6%	.
30	CCOC(=O)N1CCN(c2c(NCCCOC(C)C)c(=O)c2=O)CC1	-5%	-6	5	1.4	1	-2	-1	0.6%	.
31	CCn1c(S(=O)(=O)O)nc2ccccc21	6%	-2	-16	-1.6	2	-6	-1	-2.3%	9
32	CCc1ccc(NC(=O)CSc2nc(=O)n(Cc3ccncc3)c3c2CCC3)cc1	-1%	-1	.	-0.4	0	11	-2	0.6%	.
33	CC1(CCc2ccc3c(c2)OCO3)NC(=O)c2ccccc2N1 (stereo not given)	61%[activator]	-6	-9	-0.1	2	-18	-6	0.5%	3
34	Cc1ccc2nc(-c3cccnc3SCC(=O)N3c4ccccc4CC3C)[nH]c2c1 (stereo not given)	-5%	-1	-10	-0.1	3	-4	1	16%	0
35	COCCNC(=O)CN(C(=O)CCC(=O)Nc1cc(C)on1)c1cccc(C)c1C	-6%	-2	7	0.2	2	-7	-4	1.1%	-22
36	Nc1sccc1C(=O)c1ccccc1	4%	-6	2	0.1	3	18	2	-1.1%	.
37	CC1=C(c2ccc(C)c(C)c2)S(=O)(=O)N=C1N1CCC(C(=O)N2CCC(C)CC2)CC1	?	-8	-10	-0.4	1	5	-5	0.9%	3
38	CCN1CCN(C(=O)C2CCN(C(=O)c3cc4sccc4n3CC)CC2)CC1	9%	3	0	-0.5	4	9	-3	-0.6%	3
39	COc1ccc(N(CC(=O)Nc2ccccc2OC)S(=O)(=O)c2ccccc2)cc1Cl	0%	-28	-1	0.3	3	6	-5	0.7%	-6
40	Cc1ccc2c(SCC(=O)NCc3ccco3)nc(-c3ccc(F)cc3)nc2c1	-6%	-1	10	-0.1	2	-6	-4	2.3%	-6
41	C/C(CC(=O)Nc1ccc(Cl)cc1)=N\NC(=O)C(=O)N1CCCCC1	-9%	0	5	0.8	1	-23	5	-2.4%	-21
42	CC(C)NC(=O)Cn1cc(C#N)c2cc(Br)ccc21	1%	5	5	0.1	1	9	-2	6.3%	-4
43	Oc1ccc(-c2n[nH]c(=S)n2-c2ccc3c(c2)OCCO3)cc1	-18%	9	-15	0.3	2	-9	4	2.6%	-13
44	O=C(N/N=C/c1ccccn1)c1cc([N+](=O)[O-])cc([N+](=O)[O-])c1	-14%	-8	-25	10	1	-4	-3	5.7%	-2
45	Cc1ccccc1NS(=O)(=O)c1ccc(OCC(=O)NCc2cccnc2)cc1	-9%	-1	-6	0.1	1	5	-2	1.2%	.
46	CC1(C)Cc2c(sc(NC(=O)C(=O)NCCCN3CCOCC3)c2C(N)=O)CO1	-5%	8	-9	0.3	1	-6	-1	4.1%	-7
47	Cc1cc(C)n(S(=O)(=O)c2ccc(Cl)cc2)n1	-14%	3	2	0.0	2	-2	5	0.3%	-3
48	Cc1nc(N2CCN(C(=O)c3ccco3)CC2)nc2c1C(=O)CC(C)C2 (stereo not given)	-2%	-2	27	-0.2	1	-3	-3	2.6%	-7
49	COc1cc(-c2cc3nc(C)c(C)c(=O)n3[nH]2)cc(OC)c1OC	-10%	-3	-4	-0.3	6	-6	-2	2.5%	-15
50	Cc1noc(C)c1C(=O)NC(C)C12CC3CC(CC(C3)C1)C2 (stereo not given)	-17%	-9	17	-0.3	-2	-12	-6	2.7%	-4
51	CCOC(=O)c1cc2sccc2n1CC(=O)N1CCc2ccccc21	0%	-4	-2	-0.7	2	34*	0	6.7%	-5
52	O=S(=O)(c1ccccc1)c1nc(-c2ccc(Cl)cc2)oc1NCCCN1CCOCC1	.	-5	-2	-0.5	2	-20	10	-1.6%	15
53	O=C(NC(=Nc1ccccc1)N1CCOCC1)Nc1ccccc1	-10%	-10	18	0.3	4	-7	-1	1.7%	-23
54	O=C(Cn1ccc2cc(S(=O)(=O)N3CCCC3)ccc21)NCc1ccccc1	-6%	-2	0	-0.1	4	16	3	2.6%	1
55	C/C(=N/O)c1no[n+]([O-])c1/C(C)=N\O	0%	-5	-6	0.3	1	14	0	2.7%	2
56	COc1ccc(-n2c(=O)c3ccccc3n(Cc3cccc(C)c3)c2=O)cc1	-13%	1	-1	-0.4	3	-8	-2	0.9%	.
57	CC1(C)CC2CC(C)(CN2c2ncnc3ccc(Br)cc23)C1 (stereo not given)	?	7	10	0.2	9	0	-7	-1.2%	-21
58	COc1cc(OC)cc(C(=O)NCC(=O)OCC(=O)Nc2ncc(Cl)cc2Cl)c1	-17%	7	-5	0.1	2	-2	-2	-2.0%	-2
59	CCOC(=O)C1=C(COC(=O)c2cc(S(=O)(=O)N(C)C)ccc2C)NC(=O)NC1C (stereo not given)	.	-6	1	0.6	3	10	-4	0.4%	8
60	C=CCNC(=O)c1cccc(OC2CCN(CC(C)(C)C)CC2)c1	-8%	-16	-1	0.2	3	6	-1	0.3%	-5

Two entries from above, as labelled records:
53	O=C(NC(=Nc1ccccc1)N1CCOCC1)Nc1ccccc1
  Apoferritin bind = -10% | D1 PAM = -10 | D1 antagonist = 18 | TRHR agonist = 0.3 | D1 ag = 4 | D2 potentiator = -7 | TRHR enhancer = -1 | RXFP1 ag = 1.7% | RXFP1 antag = -23
54	O=C(Cn1ccc2cc(S(=O)(=O)N3CCCC3)ccc21)NCc1ccccc1
  Apoferritin bind = -6% | D1 PAM = -2 | D1 antagonist = 0 | TRHR agonist = -0.1 | D1 ag = 4 | D2 potentiator = 16 | TRHR enhancer = 3 | RXFP1 ag = 2.6% | RXFP1 antag = 1
